NR2F2 inh: blocks human COUP-TFII nuclear receptor. HEK293T NGFI-A luciferase reporter, luminescence. inhibition, % at 8.6 µM. AID 686940. 370,000 compounds, 0.7% hits. P24468;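 active = inhibition above a per-plate cutoff, mean inhibition of test wells between control levels plus 3 SD, cut at about 38% in these data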;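 also: cells cotransfected with COUP-TFII expression vector driving the NGFI-A reporter; 0% = median of COUP-TF2 test wells and 100% = reporter-only cells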
TROY signal inh: inhibitors of TROY-dependent NF-kB signaling | 360,000 compounds, 0.98% hits | inhibition, % at 10 µM | Q293 LMP1-TROYcd NF-kB luciferase reporter, 4 h;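 active = compounds whose plate-normalised and pattern-corrected inhibition of the luciferase reporter signal at the single screening dose is 50% or more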
CF NFkB inh: blocks PAF-induced NF-kB reporter in cystic fibrosis cells; KKLEB NF-kB-GFP reporter, GFP fluorescence overnight; inhibition, % at 5 µM; 360,000 compounds, 0.86% hits; AID 588850;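 active = at least 50% inhibition at 5 µM, scaled per plate between neutral and stimulator controls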;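 also: PAF is a Pseudomonas aeruginosa culture filtrate used as stimulus; plate controls were PAF-stimulated DMSO wells for no effect and unstimulated DMSO wells for full effect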
KKLEB cytotox: reduces viability of KKLEB cystic fibrosis airway cells | KKLEB CF airway cells viability, ATPlite luminescence, overnight; active compounds read low; cells stimulated with P. aeruginosa culture filtrate | activity change (cytotoxicity), % at 5 µM | 360,000 compounds, 0.36% hits;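 active = corrected activity change at or below -50% at 5 µM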
LRH-1 inv ag: NR5A2 inverse agonism in reporter assay | AID 602396 | HEK293T StAR-luciferase reporter, LRH-1 transfected, 24 h | inhibition, % at 3.6 µM | 360,000 compounds, 0.13% hits;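 active = inhibition above the mean inhibition of all tested compounds plus 3 SD, cut at about 73% in these data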;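 also: 0% = DMSO wells and 100% = reporter-only cells lacking LRH-1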
TRAIL sens C8: caspase-8 TRAIL sensitization. NB7+C8 cells + TRAIL, ATPlite viability luminescence. inhibition (viability loss, TRAIL sensitization), % at 10 µM. 360,000 compounds, 1% hits. AID 624354;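 active = compounds causing at least 50% loss of cell viability in the single-dose screen, relative to plate controls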
TWEAK Fn14 block: inhibitors of TWEAK-Fn14 interaction signaling; 360,000 compounds, 2% hits; inhibition, % at 10 µM; AID 1159606; TWEAK-stimulated Fn14 reporter cells, luciferase luminescence, 8 h; in the data active = inhibition above about 50%
NCOA2 inhibitor: human SRC2 (NCOA2) inhibition; Q15596; HEK293 GAL4-SRC2 luciferase reporter, luminescence; inhibition, % at 9 µM; 370,000 compounds, 0.17% hits; AID 651957;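 active = inhibition above the mean inhibition of all tested compounds plus 3 SD, set per campaign, cut at about 52% in these data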;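 also: 0% = DMSO treated cells and 100% = cells given Gossypol at 36 µM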
EBV LMP1 NFkB: inhibitors of Epstein-Barr LMP1-induced NF-kappaB reporter; AID 504558; LMP1-induced NF-kappaB luciferase reporter cells, luminescence; inhibition, % at 12.5 µM; 350,000 compounds, 0.69% hits; in the data active = inhibition above about 41%;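 also: 0% = neutral control wells and 100% = reference inhibitor control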
NCOA1 inh: human NCOA1 inhibition; Q15788; HEK293 GAL4-SRC1 luciferase reporter, luminescence; inhibition, % at 3.6 µM; 360,000 compounds, 0.12% hits; AID 588354;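 active = inhibition above the campaign mean plus 3 SD, with each screening campaign given its own cutoff, cut at about 60% in these data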;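 also: 0% = DMSO treated cells and 100% = gossypol at 36 µM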
NCOA3 inh: human NCOA3 inhibition. HEK293 GAL4-SRC3 luciferase reporter, luminescence. inhibition, % at 3.6 µM. Q9Y6Q9. 360,000 compounds, 0.17% hits;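 active = inhibition above a per-campaign cutoff, the mean of all compounds plus 3 SD, cut at about 60% in these data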;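 also: 0% = DMSO-treated cells and 100% = gossypol-treated cells at 36 µM; higher means less SRC3-driven luciferase light from the GAL4 reporter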
Target sequence (Q9Y6Q9 whole entry, looked up, the tested form may be a part): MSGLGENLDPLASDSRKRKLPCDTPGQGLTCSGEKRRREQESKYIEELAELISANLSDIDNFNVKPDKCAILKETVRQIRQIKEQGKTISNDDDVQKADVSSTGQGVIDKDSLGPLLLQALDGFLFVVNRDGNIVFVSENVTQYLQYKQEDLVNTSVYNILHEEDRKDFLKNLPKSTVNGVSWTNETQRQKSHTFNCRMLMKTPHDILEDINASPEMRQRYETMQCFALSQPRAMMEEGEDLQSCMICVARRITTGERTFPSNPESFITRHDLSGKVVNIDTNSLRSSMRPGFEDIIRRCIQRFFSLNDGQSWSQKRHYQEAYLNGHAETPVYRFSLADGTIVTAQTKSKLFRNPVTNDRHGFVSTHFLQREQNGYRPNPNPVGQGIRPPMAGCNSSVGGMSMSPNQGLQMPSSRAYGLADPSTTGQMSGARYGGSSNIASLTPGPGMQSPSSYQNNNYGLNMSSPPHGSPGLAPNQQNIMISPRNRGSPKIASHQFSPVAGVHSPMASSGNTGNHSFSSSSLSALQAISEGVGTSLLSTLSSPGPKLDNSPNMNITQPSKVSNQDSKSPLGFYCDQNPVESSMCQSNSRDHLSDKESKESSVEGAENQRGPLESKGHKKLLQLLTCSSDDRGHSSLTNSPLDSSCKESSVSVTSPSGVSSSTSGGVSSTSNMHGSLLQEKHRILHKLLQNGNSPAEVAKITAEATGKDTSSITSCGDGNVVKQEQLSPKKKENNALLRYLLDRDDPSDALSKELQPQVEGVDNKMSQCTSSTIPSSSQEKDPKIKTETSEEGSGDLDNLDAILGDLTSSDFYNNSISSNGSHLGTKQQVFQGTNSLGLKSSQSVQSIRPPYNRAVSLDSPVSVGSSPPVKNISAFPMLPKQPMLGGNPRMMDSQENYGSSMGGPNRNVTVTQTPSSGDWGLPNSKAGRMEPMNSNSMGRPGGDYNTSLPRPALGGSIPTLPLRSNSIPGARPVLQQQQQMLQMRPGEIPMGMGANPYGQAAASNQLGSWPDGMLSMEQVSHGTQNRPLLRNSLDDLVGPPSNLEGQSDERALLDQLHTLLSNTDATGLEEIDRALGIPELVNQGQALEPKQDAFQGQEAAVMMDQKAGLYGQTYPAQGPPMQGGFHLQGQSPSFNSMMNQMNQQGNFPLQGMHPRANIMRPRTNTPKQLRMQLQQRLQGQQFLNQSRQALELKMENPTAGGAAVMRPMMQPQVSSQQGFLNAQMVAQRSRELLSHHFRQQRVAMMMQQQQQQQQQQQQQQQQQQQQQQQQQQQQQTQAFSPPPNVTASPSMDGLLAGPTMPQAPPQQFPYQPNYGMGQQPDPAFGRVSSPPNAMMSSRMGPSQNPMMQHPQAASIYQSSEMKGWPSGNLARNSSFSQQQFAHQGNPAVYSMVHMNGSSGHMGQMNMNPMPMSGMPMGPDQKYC
* marks the source's active call; other numbers are inactive results; · = no result given.

SMILES	NR2F2 inh	TROY signal inh	CF NFkB inh	KKLEB cytotox	LRH-1 inv ag	TRAIL sens C8	TWEAK Fn14 block	NCOA2 inhibitor	EBV LMP1 NFkB	NCOA1 inh	NCOA3 inh
O=C(NCC1CCCO1)C1CC(=O)N(C2CCCCCC2)C1 (centres undefined)	1	4	-6	-9	-24	-8	1	8	5	-3	6
CC(C)Oc1ccc(CC2CC(=O)NC2=O)cc1 (centres undefined)	4	7	-1	-4	2	-14	-2	5	-27	-3	-2
CNc1snc(C)c1C(=O)OC(C)C(=O)Nc1cccc(OC)c1 (centres undefined)	14	-2	8	12	17	-5	-4	-5	6	4	6
COCCNC(=O)CSc1ccccc1C(=O)NC1CCSc2ccccc21 (centres undefined)	2	-6	-7	4	18	19	3	5	3	-7	1
O=C1NC(Cc2ccc(O)cc2)c2nc3cc(F)ccc3c(=O)n2-c2cc3ccccc3cc21 (centres undefined)	15	14	18	-11	18	36	12	16	-5	-22	-2
O=C(CCl)Nc1cccc(CP(=O)(c2ccccc2)c2ccccc2)c1	-8	8	58*	-46	-26	39	27	12	-12	-29	-14
NS(=O)(=O)c1ccc2ccccc2c1	-9	-5	-15	3	1	-3	20	18	-10	0	0
Cc1cc(C)n(-c2cc(N3CCN(C(=O)c4cccc(Br)c4)CC3)ccc2[N+](=O)[O-])n1	26	27	-1	-6	22	1	34	-23	10	15	26
CCc1nnc(NC(=O)c2ccc(S(=O)(=O)NC3CCCCC3)cc2)s1	-4	-9	2	-6	-24	-8	-1	1	-7	-25	-4
N#Cc1cccc(NC(=O)Cn2cnc(S(=O)(=O)N3CCCCC3)c2)c1	6	6	2	-2	-1	8	35	4	-4	4	11
Cc1cccc(NC(=O)CCS(=O)(=O)c2cccc3nonc23)c1C	-16	0	14	-1	10	-18	-4	-52	-5	1	6
Cc1cccc(/C=C(\C#N)C(=O)Nc2ccccn2)c1	-3	-8	15	-14	13	-6	-12	2	-5	-2	-14
O=c1c(Cc2ccc(Cl)cc2Cl)c(O)ccn1Cc1ccncc1	13	10	-5	1	11	5	11	-10	2	4	11
CN1C(=O)CC(Sc2ncccc2C(=O)O)C1=O (centres undefined)	14	2	8	-13	13	-14	6	-11	1	8	7
CNC(=O)C[C@H]1C(=O)N(c2ccc(Br)cc2)C[C@@H]1CSC	1	-19	11	3	14	-8	20	19	-5	0	-5
Cc1ccc(C2=NOC(C)(c3nnc(-c4ccc(Cl)cc4)o3)C2)cc1 (centres undefined)	4	5	-8	-15	-2	-9	-15	-15	2	-2	-17
O=C(CSc1nnc(C2CC2)n1-c1ccccc1)NCc1ccco1	-1	8	-6	-19	-5	-6	10	-7	-1	3	7
CC(C)C[C@H]1CNC(=O)C(=O)N1CC1CCN(CC2CCC(C)CC2)CC1 (some centres undefined)	-1	5	-17	7	-3	11	8	0	·	-4	4
O=C(CC1C(=O)NCCN1Cc1ccccn1)NCCc1ccccc1F (centres undefined)	-12	-20	-14	14	-11	-6	0	4	11	5	-9
COC(=O)Cn1c(C)nc2c(sc3nc(C)cc(C)c32)c1=O	·	-38	5	-4	-108	1	-21	·	-22	-84	-114
COC(=O)c1nn(-c2ccccc2)c(=O)cc1Oc1ccc(Cl)cc1	-8	-25	-23	15	-2	-13	-22	8	-13	0	10
COc1ccc(-c2cc(C(=O)Nc3cccc(O)c3)no2)cc1	50*	31	-2	-42	-42	73*	67*	9	4	-33	-30
CC1=C(C(=O)OCC2CCCO2)C(c2ccccc2Cl)NC(=O)N1 (centres undefined)	18	6	-10	4	-26	-2	-21	-10	-5	2	0
COc1ccc(CNC(=O)C(=O)NCC2OCCN2S(=O)(=O)c2ccc(F)cc2)cc1 (centres undefined)	11	-2	-7	5	1	7	-1	-14	-7	-27	-15
CCN(CC)c1ccc(N2C(=O)CSC2=S)cc1	10	-10	5	-1	5	2	72*	-6	-9	-2	15
CCOC(=O)Cn1cc(C(=O)c2cccs2)c2ccccc21	8	0	-11	19	6	-2	-8	-2	-16	-5	2
CCC1(CC)Cc2ccccc2-c2[nH]c(=S)[nH]c(=O)c21	18	11	14	4	12	0	16	-6	-4	11	9
CCCOP(=O)(c1ccc(N(C)C)cc1)C(O)c1c(Cl)cccc1Cl (centres undefined)	4	-7	15	3	12	-7	6	16	-4	-18	-19
CCOc1ccc(N2C(=O)C3=C(C(c4ccc(Cl)cc4)=NCCN3)C2c2cccnc2)cc1 (centres undefined)	-10	5	2	-7	-5	2	-24	-37	14	4	13
CN(c1cccc2cccnc12)S(=O)(=O)c1ccccc1	0	-1	-8	1	-19	-1	23	-6	-5	-2	4
CCOC(=O)N1CCN(C(=O)c2ccc3c(=O)n(-c4ccc(OC)cc4)c(=S)[nH]c3c2)CC1	-4	-27	10	1	12	5	-29	-1	0	15	23
Cc1ccc2nc3c(nc2c1)-c1ccccc1C3=O	-13	-91	-24	-1	5	8	-10	-15	-14	-21	-33
COc1ccc(-c2noc(C3CCCN(C(=O)c4ccccc4OC)C3)n2)cc1OC (centres undefined)	·	15	-4	13	-17	7	-15	·	-16	-6	-15
COc1cc(NC(=O)CCc2nnc3ccc(N4CCC5(CC4)OCCO5)nn23)cc(OC)c1	-1	-24	-19	-1	6	-15	-15	-12	8	8	-14
O=C(c1cccs1)N1CCN=C1SCc1ccc(Cl)cc1	-13	-5	-35	0	1	-1	10	1	3	-6	14
Cc1cc(S(=O)(=O)/N=C(\N)c2ccc(C(N)=O)cc2)cc(C)c1F	-3	-10	-6	-1	-3	17	17	26	-2	-16	6
COc1ccc(NS(=O)(=O)c2ccc(N3CCCC3)c(NC(=S)Nc3cccc(C)c3C)c2)cc1	21	-9	-10	16	18	-6	7	-8	1	-8	-3
O=C(Nc1cccc(Cl)c1)c1ccc2sc([C@@H]3O[C@H](CO)[C@H](O)[C@H](O)[C@H]3O)nc2c1	6	-32	-1	2	-50	-9	-17	-34	·	-40	-14
CC12CN(C(=S)Nc3ccccc3)CC(C)(CN(C(=S)Nc3ccccc3)C1)C2=O	11	-21	-4	11	-8	3	9	21	-8	10	-7
Cc1ccc(C(=O)CSc2ncnc3sc4c(c23)CCCC4)cc1	-8	-11	11	3	4	6	-26	2	6	7	11
CCOC(=O)c1ccc(NC(=O)Cn2ncc(Cl)c(Cl)c2=O)cc1	10	75*	89*	-95*	21	6	99*	-28	-28	-98	-48
CN(c1ccc(C(=O)N2CCOCC2)cc1[N+](=O)[O-])C1CCCCC1	-14	-64	10	-1	-49	1	-31	-27	-24	-70	-80
Cc1cccc(S(=O)(=O)N(C)C[C@@H]2OCc3cn(nn3)CCCC(=O)N([C@@H](C)CO)C[C@H]2C)c1	-8	-1	-3	1	-1	-4	0	-2	-10	-2	3
O=C(COc1ccc2oc(-c3ccco3)cc(=O)c2c1)N1CCCCC1	-12	-8	8	-11	-13	-2	0	-7	-11	-14	-26
COC(=O)c1ccc(COC(=O)c2cnccn2)cc1	-22	-14	7	-6	6	-4	-20	1	18	7	13
CCOc1ccc(NC(=O)/C(C#N)=C/c2cn(CC(=O)O)c3ccccc23)cc1	4	-3	2	-3	21	-5	92*	-11	16	-32	-3
Cc1ccc(C)c(Sc2ccc(S(=O)(=O)Nc3ccc(C(=O)O)cc3)cc2)c1	8	25	-17	6	7	4	-56	24	4	0	1
Cc1ccccc1N1CC(C(=O)O)CC1=O (centres undefined)	11	28	0	1	-7	13	-7	21	-2	0	17
C=CCn1c(SCC(=O)Nc2ccc(OC)cc2)nc2c([nH]c3ccccc32)c1=O	-11	-12	-18	4	11	-5	-12	8	13	-12	-54
CCOc1ccc(NC(=O)CSc2nnc(-c3ccccc3Cl)n2Cc2ccco2)cc1	6	0	3	-13	-11	6	1	-1	7	-2	-11

Additional entries.
SMILES	NR2F2 inh	TROY signal inh	CF NFkB inh	KKLEB cytotox	LRH-1 inv ag	TRAIL sens C8	TWEAK Fn14 block	NCOA2 inhibitor	EBV LMP1 NFkB	NCOA1 inh	NCOA3 inh
CCc1ccc(S(=O)(=O)Nc2ccc(Cl)cn2)cc1	6	2	10	-9	-4	-3	22	-8	-1	0	4
CN(C)S(=O)(=O)c1cccc(C(=O)Nc2ccc(N3CCOCC3)cc2)c1	-2	-21	6	-11	-10	21	-11	26	-1	-17	4
CN(C1CCCCC1)S(=O)(=O)c1ccc(-c2ccccn2)s1	-22	-5	15	-2	0	-2	-2	-1	·	0	14
CCOP(=O)(OCC)C(NC(=O)Nc1ccccc1)C(N)=O (centres undefined)	15	-7	-5	-20	0	12	22	15	-9	-10	11
Cc1sc2ncn(CC(=O)N3CCOCC3)c(=O)c2c1-c1ccccc1	12	-6	16	-7	11	-8	11	-11	-1	-9	11
Cc1ccc(S(=O)(=O)N2CCN(C)CC2)cc1-c1nnc2c3ccccc3c(C)nn12	10	-15	1	-14	-3	20	-15	-52	-6	-12	-3
COc1ccc(-n2c(Cn3c(=O)sc4ccccc43)nnc2SCC(=O)N2CCCCC2)cc1	-1	5	-30	13	-5	-12	16	1	4	-11	5
CCCN(CC(=O)Nc1ccccc1OC)C(=O)CCNC(=O)c1ccccc1OC	-3	2	8	-8	-5	-5	5	-62	5	-30	-19
Cc1nc(S(=O)(=O)NC2CCCCC2)c(C#N)c(C)c1Cl	1	-10	0	14	-6	-5	4	17	-8	1	24
CC1CN(c2ccc(NC(=S)Nc3ccc(N4CC(C)OC(C)C4)cc3)cc2)CC(C)O1 (centres undefined)	2	11	4	-2	9	0	6	-4	3	-5	24
O=c1[nH]c(SCCOc2cccc3ccccc23)nc2ccccc12	8	-2	-3	3	9	16	-44	-4	10	-4	-39
Cc1ccccc1-c1cc2nc(NCCc3ccncc3)n(C)c(=O)c2s1	-18	-5	12	-6	-20	0	-3	11	·	-33	-3
Cc1ccc(S(=O)(=O)N2CCC(Oc3cccc(C(F)(F)F)c3)CC2)cc1	14	5	-7	-2	8	5	-5	-31	-8	8	16
COC(=O)N(C)CCCC1(C)C(=O)N(C)c2ccc(O)cc21 (centres undefined)	0	3	-2	0	11	5	-3	-25	-1	-1	12
Cc1nc2sc(C(c3ccco3)N3CCC(Cc4ccccc4)CC3)c(O)n2n1 (centres undefined)	1	2	11	-5	-5	7	0	-9	-7	-2	8
O=C(O)c1nn(CCOc2ccc(Br)cc2)c(=O)c2ccccc12	-5	20	4	-13	-16	-15	17	-2	4	0	-2
COc1ccc2nc(SCC(=O)NC3CCCCC3C)[nH]c2c1 (centres undefined)	-1	5	5	-11	-7	10	20	6	-2	-7	1

No new results follow: entries from further up.
SMILES	NR2F2 inh	TROY signal inh	CF NFkB inh	KKLEB cytotox	LRH-1 inv ag	TRAIL sens C8	TWEAK Fn14 block	NCOA2 inhibitor	EBV LMP1 NFkB	NCOA1 inh	NCOA3 inh
O=C(O)c1nn(CCOc2ccc(Br)cc2)c(=O)c2ccccc12	-5	20	4	-13	-16	-15	17	-2	4	0	-2
COc1ccc2nc(SCC(=O)NC3CCCCC3C)[nH]c2c1 (centres undefined)	-1	5	5	-11	-7	10	20	6	-2	-7	1

Screening data from PubChem.
